# Screening results as filed in PubChem.
# KOR beta-arrestin-1 = kappa opioid receptor blockers – cell-based, luminescence, uHTS (AID 1778) | inhibition, % at 10 µM, or IC50 in µM where a hit was titrated | KOR beta-arrestin recruitment, luminescence, antagonist mode; higher % means a stronger effect | actives 0.091% (n = 290,000); also: strong numbers were not always called active
# NOD2 inhibition = NOD2 signaling inhibitors, cell-based, luminescence, uHTS, HEK293 (AID 1566). HEK293 NOD2/NF-kB luciferase reporter, luminescence; higher % means a stronger effect. inhibition, % at 4 µM; hits with a dose series show EC50 in µM. actives 0.63% (n = 290,000); also: many of its hits are not listed in these tables
# KOR beta-arrestin-2 = kappa opioid receptor activators – cell-based, luminescence, uHTS, primary screen (AID 1777); KOR beta-arrestin recruitment, luminescence; higher % means a stronger effect; activation, % at 10 µM; hits with a dose series show EC50 in µM; actives 0.02% (n = 280,000); in the data active = activation above about 50%, passing the limit was not always enough; also: a part of the inactive calls stands beside numbers as strong as those of hits
# LYP inhibition = PTPN22 lymphoid phosphatase activity blockers – biochemical, fluorescence intensity, uHTS (AID 1779). actives 0.054% (n = 290,000). inhibition, % at 11.5 µM, or IC50 in µM where a hit was titrated. recombinant LYP phosphatase, fluorescence intensity; higher % means a stronger effect;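 also: plate controls were vehicle with enzyme for no effect and no enzyme for full effect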
# NOD1 NF-kB reporter = inhibition of NOD1-driven NF-kB reporter – cell-based, luminescence, uHTS, primary screen (AID 1578) | NOD1-driven NF-kB luciferase reporter cells, luminescence; higher % means a stronger effect | inhibition, % at 4 µM, or EC50 in µM where a hit was titrated | actives 1% (n = 290,000); in the data active = inhibition mostly above about 36%, no sharp cut-off; inactive = mostly below about 34%;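 also: HEK-293T reporter cells stimulated with the NOD1 agonist gamma-tri-DAP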
# XIAP antagonists = small molecules displacing peptide from XIAP – biochemical, IAP family, fluorescence polarization (AID 1018). actives 0.007% (n = 200,000). XIAP BIR domain, fluorescence polarization peptide displacement; higher % means a stronger effect. displacement, % at 20 µM, or IC50 in µM where a hit was titrated; in the data active = displacement above about 50%; also: a part of the inactive calls stands beside numbers as strong as those of hits
# PMI inhibitors = MPI enzyme activity inhibition – biochemical, fluorescence intensity, coupled assay, primary screen (AID 1209). purified PMI enzyme, coupled fluorescence intensity; higher % means a stronger effect. inhibition, % at 20 µM; hits with a dose series show IC50 in µM. actives 0.42% (n = 190,000);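 also: plate controls were DMSO vehicle for no effect and wells lacking substrate for full effect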
# human PMI inhibitors = human PMI inhibitors, high substrate, primary screen, biochemical, fluorescence intensity, high mannose 6-phosphate (AID 1220) | one-dose inhibition, % at 20 µM; IC50 in µM for titrated hits | recombinant PMI enzyme, coupled fluorescence intensity; higher % means a stronger effect | actives 0.66% (n = 190,000)
# TNAP activators = stimulation of alkaline phosphatase TNAP activity – biochemical, luminescent, no phosphate acceptor, uHTS, primary screen (AID 1001); activation fold at 20 µM, or EC50 in µM where a hit was titrated; actives 0.03% (n = 200,000); purified TNAP, luminescent activation assay, no phosphate acceptor; higher activation fold means a stronger effect; in the data active = activation fold from about 3, or a potency from the dose series; inactive = the rest, 99 in 100 with activation fold below about 1.6; also: many of its hits are not listed in these tables
# * hit, by the source's call; x = not tested or not shown; [ ] = remark or other dose. Rule as the data show it, unless noted: active = inhibition above about 50%; inactive = the rest. These rows are one share of the data; count on the stated rates, not on these rows.
SMILES,KOR beta-arrestin-1,NOD2 inhibition,KOR beta-arrestin-2,LYP inhibition,NOD1 NF-kB reporter,XIAP antagonists,PMI inhibitors,human PMI inhibitors,TNAP activators
O=S(=O)(Nc1nc2ccccc2s1)c1ccc(Br)s1,-4%,14%,0.4%,0%,10%,-4.8%,-11%,-25%,1.1
Cc1ccc2cc(S(=O)(=O)NCCC(=O)O)ccc2c1,15%,0%,-3.1%,-6%,10%,-4.8%,0%,-1%,1.1
Cc1c(C(=O)N(CCO)Cc2ccccc2)oc2c(F)cccc12,-19%[20 µM],-43%,-3.9%,-8%,-31%,x,x,x,x
CCOc1ccc(C(=O)Nc2ccccc2-c2ccccc2)cc1Cl,0%,12%,11%,0%,12%,-5.6%,16%,15%,1.1
O=[N+]([O-])c1cccc(C2Nc3cccc4cccc(c34)N2)c1,-10%,-18%,0.8%,0%,-10%,-8.1%,-11%,-12%,1
O=C1c2ccccc2C(Nc2ccc(F)cc2F)N1CCN1CCOCC1 (configuration not stated),-8%,-5%,-0.5%,-7%,-1%,-0.1%,6%,-2%,1.1
CC(=O)OCC1OC(c2ccccc2)C(OC(C)=O)C(OC(C)=O)C1OC(C)=O (configuration not stated),-53%,-6%,0.5%,-1%,17%,-3.3%,0%,-1%,1.1
O=C(NC(=S)N1CCCCC1c1cccnc1)c1ccccc1 (configuration not stated),-24%[20 µM],6%,-1.0%,1%,45%,x,x,x,x
Cc1cc(C)n2nc(C(=O)N/N=C/C=C/c3ccccc3)nc2n1,32%,6%,x,-2%,-2%,x,x,x,x
CCOc1ccc(CCNC(=O)Cc2ccc(NC3=NC4CS(=O)(=O)CC4S3)cc2)cc1OCC (configuration not stated),-21%,3%,3.5%,-3%,-29%,x,x,x,x
N#CCSc1nc2ccccc2c(=O)n1CCCC(=O)NCc1ccco1,-15%,-11%,0.7%,5%,-22%,-6.2%,-12%,-3%,1
Cc1nc(NC(=O)c2cccc(Cl)c2)sc1-c1csc(Nc2cccc(Cl)c2)n1,-22%,12%,3.5%,0%,x,-8.2%,0%,-4%,1.1
COC(=O)C1=C(C)N(Cc2ccc(OC)c(OC)c2)C(=O)C1,-17%,14%,0.4%,-2%,-14%,-25%,2%,11%,1.1
CN(C)CCCn1c(NCc2ccc3c(c2)OCO3)nc2ccccc21,-1%,20%,11%,-7%,6%,-9.8%,-13%,-13%,0.9
CC(C)C[C@H]1CN=C(Nc2ccccc2)N1CCCC1CCCC1,-5%[20 µM],15%,1.2%,-15%,-17%,x,x,x,x
Cc1ccc(NC(=O)CC2S/C(=N/N=C3/NC(=O)CS3)NC2=O)cc1 (configuration not stated),-35%,21%,-7.2%,-7%,-42%,-2.4%,12%,42%,1.1
COc1ccc(OC)c(NC(=O)CSc2nnnn2-c2ccccc2F)c1,15%,-15%,3.7%,-2%,12%,0.6%,-5%,4%,1.1
Cc1ccc(-c2nn(-c3ccccc3)cc2C(N)=O)o1,-37%[20 µM],9%,-0.9%,1%,-10%,-20%,4%,12%,1.1
CCCCc1nnc2c(N(C)S(=O)(=O)c3ccccc3)nc3ccccc3n12,x,-14%,-3.2%,0%,-9%,x,x,x,x
Cc1c(C(=O)N2CC3(CC(c4cccc(NC(=O)[C@H]5CCC(=O)N5)c4)=NO3)C[C@@H]2C(N)=O)cc([N+](=O)[O-])cc1[N+](=O)[O-] (some centres not stated),27%,-1%,-1.8%,-9%,-1%,x,x,x,x
COc1ccc(CCNC(=O)c2cc3c(=O)n4cccc(C)c4nc3n(Cc3ccco3)c2=N)cc1OC,20%,19%,-7.7%,4%,7%,x,x,x,x
COc1ccc(C(c2nnnn2C(C)(C)C)N2CCN(c3nc4ccccc4s3)CC2)cc1 (configuration not stated),12%,4%,2.6%,8%,-20%,-4.9%,6%,-2%,1.1
O=C(COC(=O)CCC(=O)c1cccs1)Nc1ncc(Cl)cc1Cl,30%,-4%,0.4%,4%,-40%,-3.0%,-36%,-13%,1.1
Cc1c(N=C/C=C/c2ccccc2)cnn1C,-20%,-14%,3.1%,4%,3%,-3.7%,-7%,-4%,1
O=S(=O)(NC1=NCCCCC1)c1ccc(F)cc1,8%,-5%,-1.4%,-7%,-12%,x,x,x,x
Cn1c(SCC#N)nnc1-c1ccc2c(c1)OCO2,-6%,11%,1.4%,-3%,-34%,-0.4%,-1%,-3%,1.1
COCCCn1nnnc1SCC(=O)N1CCN(C(=O)c2ccco2)CC1,4%,6%,-2.1%,-9%,-26%,-8.3%,1%,14%,1.1
CCOc1ccccc1NC(=O)C(NCCN(C)C)c1ccccc1 (configuration not stated),7%,10%,-4.8%,4%,-22%,-1.4%,-6%,-6%,1.2
O=C(NC(=S)N(CC1CCC1)CC1CCCO1)c1cccc([N+](=O)[O-])c1 (configuration not stated),-18%,28%,-2.7%,-1%,-12%,-8.8%,0%,-16%,1.1
CC(O)Cc1cn([C@@H](CCCCNC(=O)OC(C)(C)C)C(=O)N2CCN(C(=O)OC(C)(C)C)CC2)nn1 (some centres not stated),-3%,19%,-3.8%,-10%,-12%,-3.9%,7%,4%,1.1
COc1ccc(N2CCN(Cc3nnnn3C3CCCCC3)CC2)cc1,-11%[20 µM],10%,-3.4%,-6%,-17%,2.3%,7%,16%,1
COc1cc(C(=O)N2CCN(C(=O)c3ccco3)CC2)c([N+](=O)[O-])cc1OC,8%[20 µM],10%,-2.7%,-7%,-34%,-4.1%,-3%,-1%,1.1
CCc1cccc(C)c1NC(=O)CCCn1c(=O)c2cccn2c2cccnc21,-11%,3%,1.9%,-9%,-25%,x,x,x,x
O=C(c1cc2cc(Cl)ccc2o1)N1CCCC1,-22%,-37%,9.7%,-8%,-13%,x,x,x,x
CC1=C[C@H](C)[C@H](c2c(F)cccc2Cl)CC1=O,-5%[20 µM],20%,-1.6%,-11%,4%,x,x,x,x
O=C(CSc1nnc(CNC(=O)c2ccco2)o1)Nc1cccc(Cl)c1,9%,8%,-3.0%,3%,-12%,x,x,x,x
CC(C)CCc1noc(CN(C)CCC2CCOCC2)n1,9%,14%,1.3%,-4%,-4%,x,x,x,x
O=C(Cn1c(=O)oc2cc(S(=O)(=O)N3CCCC3)ccc21)N1CCN(c2ccccc2F)CC1,11%[20 µM],18%,x,-7%,0%,x,x,x,x
Cc1ccc2nsnc2c1S(=O)(=O)N1CCCC1C(=O)O (configuration not stated),-51%[20 µM],6%,x,-10%,-3%,-2.9%,0%,3%,1.1
O=C(CSc1ncnc2c1cnn2Cc1ccccc1)Nc1ccc2c(c1)OCCO2,27%,32%,0.1%,1%,21%,-4.0%,27%,19%,1.1
COc1ccc(N2CCN(C(=O)COc3ccc4c(C)c(C)c(=O)oc4c3C)CC2)cc1,-19%,25%,-1.0%,-4%,-1%,x,x,x,x
CCN(CC)CCNC(=O)c1ccc2c(c1)ncn2C1CCCCC1,-8%,17%,10%,-8%,10%,-4.3%,0%,-3%,1.1
Nc1no[n+]([O-])c1-c1ccccc1,-10%,-1%,1.6%,-2%,-28%,-7.1%,1%,-1%,1.1
CC1SC(=S)N(c2ccc(N(C)C)cc2)C1=O (configuration not stated),9%,-7%,-3.2%,-3%,-6%,x,x,x,x
O=C(Nc1nnc(-c2ccccc2Cl)o1)c1cccnc1,-21%,-27%,-0.8%,4%,-31%,3.0%,7%,1%,1.1
O=C(COC(=O)/C=C/c1ccccc1)NCc1ccc(Cl)cc1,-27%,23%,0.7%,-4%,-20%,-5.6%,-3%,-22%,1
CCNc1nc(NCC)n2c(SCC(=O)Nc3ccccc3[N+](=O)[O-])nnc2n1,10%,3%,4.7%,-4%,-17%,3.1%,-5%,-8%,1.1
O=C(c1ccc(=O)[nH]n1)N1CCc2ccccc2C1,-42%,6%,1.6%,-15%,13%,x,x,x,x

# Given with values ahead of the structure: entries from further up.
KOR beta-arrestin-1 | NOD2 inhibition | KOR beta-arrestin-2 | LYP inhibition | NOD1 NF-kB reporter | XIAP antagonists | PMI inhibitors | human PMI inhibitors | TNAP activators | Structure
8%[20 µM] | 10% | -2.7% | -7% | -34% | -4.1% | -3% | -1% | 1.1 | COc1cc(C(=O)N2CCN(C(=O)c3ccco3)CC2)c([N+](=O)[O-])cc1OC
-11% | 3% | 1.9% | -9% | -25% | x | x | x | x | CCc1cccc(C)c1NC(=O)CCCn1c(=O)c2cccn2c2cccnc21
-22% | -37% | 9.7% | -8% | -13% | x | x | x | x | O=C(c1cc2cc(Cl)ccc2o1)N1CCCC1
-5%[20 µM] | 20% | -1.6% | -11% | 4% | x | x | x | x | CC1=C[C@H](C)[C@H](c2c(F)cccc2Cl)CC1=O
9% | 8% | -3.0% | 3% | -12% | x | x | x | x | O=C(CSc1nnc(CNC(=O)c2ccco2)o1)Nc1cccc(Cl)c1
9% | 14% | 1.3% | -4% | -4% | x | x | x | x | CC(C)CCc1noc(CN(C)CCC2CCOCC2)n1
11%[20 µM] | 18% | x | -7% | 0% | x | x | x | x | O=C(Cn1c(=O)oc2cc(S(=O)(=O)N3CCCC3)ccc21)N1CCN(c2ccccc2F)CC1
-51%[20 µM] | 6% | x | -10% | -3% | -2.9% | 0% | 3% | 1.1 | Cc1ccc2nsnc2c1S(=O)(=O)N1CCCC1C(=O)O (configuration not stated)
27% | 32% | 0.1% | 1% | 21% | -4.0% | 27% | 19% | 1.1 | O=C(CSc1ncnc2c1cnn2Cc1ccccc1)Nc1ccc2c(c1)OCCO2
-19% | 25% | -1.0% | -4% | -1% | x | x | x | x | COc1ccc(N2CCN(C(=O)COc3ccc4c(C)c(C)c(=O)oc4c3C)CC2)cc1
-8% | 17% | 10% | -8% | 10% | -4.3% | 0% | -3% | 1.1 | CCN(CC)CCNC(=O)c1ccc2c(c1)ncn2C1CCCCC1
-10% | -1% | 1.6% | -2% | -28% | -7.1% | 1% | -1% | 1.1 | Nc1no[n+]([O-])c1-c1ccccc1
9% | -7% | -3.2% | -3% | -6% | x | x | x | x | CC1SC(=S)N(c2ccc(N(C)C)cc2)C1=O (configuration not stated)
-21% | -27% | -0.8% | 4% | -31% | 3.0% | 7% | 1% | 1.1 | O=C(Nc1nnc(-c2ccccc2Cl)o1)c1cccnc1

# The list continues:
SMILES,KOR beta-arrestin-1,NOD2 inhibition,KOR beta-arrestin-2,LYP inhibition,NOD1 NF-kB reporter,XIAP antagonists,PMI inhibitors,human PMI inhibitors,TNAP activators
O=C(CNC(=O)Cc1ccccc1)NCc1cccc(C(F)(F)F)c1,-20%,9%,2.4%,-7%,-16%,x,x,x,x
CCN(CC(=O)Nc1cc(OC)ccc1OC)Cc1nc2ccccc2c(=O)[nH]1,25%,16%,0.0%,0%,-22%,-2.4%,-6%,-9%,2.6
CCCCNC(=O)CSc1nc2ccccc2c(=O)n1CC1COc2ccccc2O1 (configuration not stated),10%,16%,-3.0%,-4%,-5%,-3.1%,5%,4%,1.1
COc1ccc(OC)c(NC(=O)c2cc3ccccc3o2)c1,-31%,-13%,4.7%,2%,-4%,-5.7%,14%,3%,1
O=C(c1ccco1)N1CCN(C(=O)C2(S(=O)(=O)c3ccc(Cl)cc3)CC2)CC1,-34%,-17%,13%,-2%,12%,0.4%,-4%,-2%,1.1
c1ccc(Cn2nnc3c(N4CCCC4)ncnc32)cc1,-29%,2%,-3.4%,-8%,-20%,0.2%,15%,28%,1.1
Cc1ccc(C)c2nc(Cl)c(C3NC(=O)c4ccccc4N3)cc12 (configuration not stated),-35%,2%,2.2%,-2%,-20%,-4.3%,-8%,3%,1
